Dengue-2 NS5 capping = Dengue-2 NS5 methyltransferase inhibitors, primary screen, biochemical, confirmation dose response (AID 588689). Genome polyprotein (Dengue virus type 2 (strain 16681-PDK53)). Dengue-2 NS5 methyltransferase capping enzyme assay, biochemical; higher % means a stronger effect. inhibition, % at 25 µM; hits with a dose series show IC50 in µM. 0.3% of 340,000 active; in the data active = a potency from the dose series; inconclusive = inhibition above about 29% without an active follow-up result
Myeloid diff MLP = induction of myeloid progenitor differentiation, primary screen, cell-based, flow cytometry, MLPCN library | calls only at 10 µM | 1% of 360,000 active | ER-HoxA9 myeloid progenitors, lysozyme-GFP differentiation | AID 624256, 2012;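 active = normalized GFP-positive differentiation at or above the plate's own cutoff, the solvent-only control mean plus 3 SD; inconclusive = no clear call, values can overlap the other calls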;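 note: cells exposed to compound for four days before flow analysis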
Dengue-2 NS5 capping pilot replicate = further read-out of Dengue-2 NS5 capping, marked with its call; inhibition, %; measured here: pilot screen replicate inhibition
Myeloid diff MLP GFP+ MAC1+ % = second read-out of Myeloid diff MLP, no call of its own (marks repeat the call); GFP+ MAC1+ double positive, %; measured here: differentiation confirmed by MAC1 staining
* hit, by the source's call; i = inactive; ? = inconclusive; · = no result given; + = active, no number. Not all compounds are listed; count on the stated rates, not on these rows.

SMILES	Dengue-2 NS5 capping	Myeloid diff MLP	Myeloid diff MLP GFP+ MAC1+ %	others
O=C(/C=C/c1ccc(Cl)c(Cl)c1)Nc1cccnc1	-7.7%	i	0.4
CCOc1ccc(OCCC(=O)OCC(=O)Nc2cc(S(=O)(=O)N3CCOCC3)ccc2C)cc1	2.9%	i	0.4
O=C1[C@@H](Oc2ccccc2)[C@@H](c2ccncc2)N1c1ccccc1	-7.6%	i	2.7	Dengue-2 NS5 capping pilot replicate=2.4
Cc1cc(C)cc(SCc2noc(C(=O)NCCC(C)C)c2C(=O)NCCC(C)C)c1	0.8%	i	0.8
N#Cc1ccccc1OCC(=O)NNC(=O)CCNC(=O)c1ccccc1	-9.9%	i	0.5
Cn1c(SCc2ccccc2)nccc1=O	1.9%	i	0.9
C[C@H](CO)N1C[C@H](C)[C@@H](CN(C)Cc2cccnc2)Oc2cc(-c3cccnc3)ccc2S1(=O)=O	-1.6%	i	0.8
CCCN(CC(=O)Nc1ccccc1OC)C(=O)CSC(=S)N1CCCC1	-2.3%	i	1.2
CCC(C(=O)N(C(C)C)C(C)C)c1ccccc1 (stereo unspecified)	3.2%	i	2.1
CCc1ccc([C@@H]2CC=C(C(=O)O)[C@H](c3ccc(C(C)(C)C)cc3)N2S(=O)(=O)c2ccc(C)cc2)cc1	37µM*	i	1.1	Dengue-2 NS5 capping pilot replicate=12.5*
COCCN(C(=O)CSCc1ccc(C)cc1)c1c(N)n(CC(C)C)c(=O)[nH]c1=O	4.8%	i	0.2
CC(OC(=O)c1ccc(-n2cnnn2)cc1)C(=O)Nc1ccccc1[N+](=O)[O-] (stereo unspecified)	-6.8%	i	0.2
Cc1cc(O)ccc1NC(=O)Cc1cccc2ccccc12	1.7%	i	1.0
N#CC1(NC(=O)CSc2n[nH]c(-c3ccccc3)n2)CCCCC1	0.7%	i	0.7
CCc1cccc(NC(=O)COC(=O)c2cc([N+](=O)[O-])ccc2N2CCOCC2)c1	-1.4%	i	1.3
Cc1cn([C@H]2C[C@H](O)[C@@H](CNCc3cnc(N4CCOCC4)nc3)O2)c(=O)[nH]c1=O	2.8%	i	2.6
O=C(COC(=O)c1cc(Br)ccc1O)Nc1cccnc1Cl	-4.3%	i	0.4
Nc1c(Br)cc2c(c1Br)C(O)c1ccccc1-2 (stereo unspecified)	3.2%	i	0.5
O=C1CC(=O)Nc2ccccc2N1	-2.9%	i	1.2
Cc1ccc(S(=O)(=O)N2CCOCC2)cc1NCC(=O)Nc1ccc(OC(F)(F)F)cc1	4.7%	i	1.0
O=S(=O)(c1ccc(SCc2ccc(Br)cc2)nc1)N1CCCCC1	-5.0%	i	0.0
O=C(NC1CC1)c1ccccc1	2.9%	i	0.6
O=S(=O)(Nc1cccc(S(=O)(=O)N2CCCC2)c1)c1ccc(Cl)s1	-3.6%	i	1.3
O=C(CNC(=O)c1sc2ccccc2c1Cl)NCc1ccc(F)cc1	-5.1%	i	1.0
CCN(CC)S(=O)(=O)c1ccc(C)c(NC(=O)COC(=O)CN2C(=O)NC(C)(C)C2=O)c1	0.7%	i	0.6

An excerpt from above in order of formula weight, highest first.
SMILES	Dengue-2 NS5 capping	Myeloid diff MLP	Myeloid diff MLP GFP+ MAC1+ %	others
O=S(=O)(Nc1cccc(S(=O)(=O)N2CCCC2)c1)c1ccc(Cl)s1	-3.6%	i	1.3
Cn1c(SCc2ccccc2)nccc1=O	1.9%	i	0.9
O=C(NC1CC1)c1ccccc1	2.9%	i	0.6

Other entries follow:
SMILES	Dengue-2 NS5 capping	Myeloid diff MLP	Myeloid diff MLP GFP+ MAC1+ %	others
C[C@H](CO)N1C[C@H](C)[C@@H](CN(C)C(=O)Nc2ccc3c(c2)OCO3)Oc2c(NS(=O)(=O)c3ccc(F)cc3)cccc2C1=O	-4.8%	i	1.7
COc1cc(/C=C/C(=O)OCC(=O)Nc2cc(S(=O)(=O)N3CCOCC3)ccc2Cl)cc(OC)c1OC	?	i	1.2
CCOC(=O)c1c(C)[nH]c(C(=O)OCC(=O)NC2(C#N)CCCCC2)c1C	-11.6%	i	1.2
COc1ccc(CNC(=O)COC(=O)c2ccc(C(=O)c3ccccc3)cc2)cc1	5.0%	i	0.8
CCOC(=O)C1=C(COC(=O)COc2ccc(OCC)cc2)NC(=O)NC1C (stereo unspecified)	0.7%	i	0.7
Cc1c(NS(=O)(=O)c2cccc(C(=O)NCc3ccco3)c2)c(=O)n(-c2ccccc2)n1C	-9.6%	i	0.9
Cc1cccc(NC(=O)c2nc[nH]c2C(=O)N[C@H](C)c2ccccc2)c1	-14.9%	i	1.7
O=C(COC(=O)Cc1ccc(Cl)c(Cl)c1)NCCc1ccccc1	-6.0%	i	0.9
NC(=O)c1ccc(NC(=O)COC(=O)CCC2CCCCC2)cc1	-6.6%	i	0.4
COc1ccc(NC(=O)Nc2ccc3c(c2)C(=O)N([C@H](C)CO)C[C@H](C)[C@@H](CN(C)S(C)(=O)=O)O3)cc1	-25.3%	i	0.7
CCC(C)(O)C(=O)N[C@H]1CCCN1C(=O)/C=C/c1ccccc1 (stereo partly specified)	-0.4%	i	2.8
CC(C)(C)OC(=O)N1CCC(C(=O)Nc2ccc(C(=O)NCc3ccccc3)cc2)CC1	-6.0%	i	1.9	Dengue-2 NS5 capping pilot replicate=0.9
Cc1cc(C)cc(NC(=O)C2CCCCN2S(=O)(=O)c2ccccc2)c1 (stereo unspecified)	7.1%	i	1.5
Cc1ccc(C)c(-c2csc(NC(=O)c3c(C)noc3C)n2)c1	-2.3%	i	1.0
CCOc1ccc([C@@H]2CC=C(C(=O)O)[C@H](c3cccc(Cl)c3)N2S(=O)(=O)c2ccc(C)cc2)cc1	14.1%	i	2.2
COc1cccc(/C=N/Nc2ccc(S(=O)(=O)Nc3ccccc3C(=O)O)cc2[N+](=O)[O-])c1O	15.8%	i	0.1
COc1cc(OC)c2ccc(=O)oc2c1C(CCN1CCOCC1)c1ccc2c(c1)OCO2 (stereo unspecified)	-5.6%	i	2.8	Dengue-2 NS5 capping pilot replicate=3.6
CC(C)N(Cc1nnc(-c2ccc(Cl)cc2)o1)C(=O)c1cc2ccccc2o1	-2.9%	i	0.4
COc1cc(-c2noc(C)c2C(=O)NCC[C@@H]2CCCN2C)cc(OC)c1OC	3.0%	i	0.6	Dengue-2 NS5 capping pilot replicate=2.7
Cc1ccc(C(c2cc(Br)ccc2O)N2CCSCC2)cc1 (stereo unspecified)	-3.6%	i	2.1
CN1CCC(N(C)C(=O)c2cccc(S(=O)(=O)N3CCOCC3)c2)CC1	-8.8%	i	1.3
Cc1ccccc1NC(=O)Cc1nc(COC(=O)CSc2ccc(F)cc2)cs1	-4.6%	i	0.2
CC(C)(C)CC(C)(C)n1nnnc1N	4.0%	i	0.9
O=C(C[C@H]1C[C@@H]2c3cc(NC(=O)C4CCC4)ccc3O[C@@H]2[C@H](CO)O1)NC1CCCCC1	-4.0%	i	0.7
CC(=O)c1ccc(OCCCC(=O)Nc2cccc(S(=O)(=O)N3CCOCC3)c2)cc1	-4.0%	i	0.9

Four entries picked at random from those above:
SMILES	Dengue-2 NS5 capping	Myeloid diff MLP	Myeloid diff MLP GFP+ MAC1+ %	others
COc1cc(-c2noc(C)c2C(=O)NCC[C@@H]2CCCN2C)cc(OC)c1OC	3.0%	i	0.6	Dengue-2 NS5 capping pilot replicate=2.7
Cc1c(NS(=O)(=O)c2cccc(C(=O)NCc3ccco3)c2)c(=O)n(-c2ccccc2)n1C	-9.6%	i	0.9
CCOC(=O)c1c(C)[nH]c(C(=O)OCC(=O)NC2(C#N)CCCCC2)c1C	-11.6%	i	1.2
COc1cccc(/C=N/Nc2ccc(S(=O)(=O)Nc3ccccc3C(=O)O)cc2[N+](=O)[O-])c1O	15.8%	i	0.1

Additional compounds follow:
SMILES	Dengue-2 NS5 capping	Myeloid diff MLP	Myeloid diff MLP GFP+ MAC1+ %	others
Cc1ccc(CCN2CC(C(=O)NCc3cccnc3)CC2=O)cc1 (stereo unspecified)	2.1%	i	2.5
O=C1c2c(O)cc(O)cc2O[C@H](c2ccc(O)c(O)c2)[C@H]1O	?	i	3.2
O=C1NC2c3c(I)sc(I)c3C(=O)C2O1 (stereo unspecified)	?	?	·
COCCN(C(=O)COC(=O)Cc1ccc(Cl)cc1)c1c(N)n(Cc2ccccc2)c(=O)[nH]c1=O	5.0%	i	1.0
CCOc1ccccc1C(=O)NCC(=O)N1CCC(C)CC1	2.2%	i	1.0
COc1cc(C2OC(=O)C3C(c4ccc(OC(C)=O)c(OC)c4)OC(=O)C23)ccc1OC(C)=O (stereo unspecified)	-2.3%	i	0.5
Cc1ccnc(NC(=O)c2cc(-c3ccc(Cl)s3)nc3ccccc23)c1	0.0%	i	0.8
Cc1ccc(C)c(NC(=O)CN(C)C(=O)c2ccc3ncsc3c2)c1	5.1%	i	1.1
CCOc1cc(N2CCOCC2)c(OCC)cc1NC(=O)c1ccc(F)c(S(=O)(=O)N2CCOCC2)c1	1.4%	i	0.7
Cc1cccc(N2CCN(C(=O)c3ccc4[nH]c(C)c(C)c4c3)CC2)c1C	7.3%	?	·
C[C@H]1CN([C@@H](C)CO)S(=O)(=O)c2ccc(Br)cc2O[C@@H]1CN(C)C(=O)C1CCOCC1	-5.7%	i	0.4
COc1cccc(NC(=O)C(=O)NCCC2CCCCN2S(=O)(=O)c2cccs2)c1 (stereo unspecified)	-7.3%	i	0.5
O=C(/C=C/c1cccc([N+](=O)[O-])c1)c1ccc([N+](=O)[O-])o1	39.1%	+	61.1*
CC(=O)c1ccccc1NC(=O)c1ccc2c(c1)NC(=O)C(C)S2 (stereo unspecified)	0.0%	i	1.0
Clc1ccc(-c2nc(CSc3ccccn3)cs2)cc1	-0.6%	i	0.7
Cc1ccc(S(=O)(=O)CCC(=O)Nc2sccc2C(N)=O)cc1	-3.1%	i	1.5
COc1ccc(NC(=O)C2CCN(S(=O)(=O)c3cccs3)CC2)cc1OC	-3.6%	i	0.1
COc1ccc(S(=O)(=O)Nc2ccc3c(c2)C(=O)N([C@H](C)CO)C[C@H](C)[C@@H](CN(C)Cc2ccncc2)OCCCC[C@@H](C)O3)cc1	-10.4%	i	1.5
CN(CC(=O)Nc1cccc(F)c1)C(=O)c1ccc(-c2cccc(C(F)(F)F)c2)o1	-4.4%	i	0.3
COC(=O)[C@@]12CCCCN1[C@H](c1ccc(-c3ccc(C(C)=O)cc3)c(OC)c1)[C@@H]1C(=O)N(C)C(=O)[C@@H]12	-0.8%	i	0.8
Cc1nc2ncnn2c(N2CCC(C(=O)NCC3CCCO3)CC2)c1Cc1ccccc1 (stereo unspecified)	-1.6%	i	4.0
Cc1cc(=O)oc2cc(OCC(=O)N3CCOCC3)c(Cl)cc12	-1.5%	i	0.4
O=[N+]([O-])c1ccc(N/N=C/c2cccs2)nc1	-9.2%	i	0.3
CCCCN(C(=O)c1cccc(-n2cccc2)c1)c1c(N)n(CCCC)c(=O)[nH]c1=O	0.0%	i	1.0
O=C(Nc1ccncc1)c1cc2ccccc2cc1O	53.0%	i	0.5
The results go on.
SMILES	Dengue-2 NS5 capping	Myeloid diff MLP	Myeloid diff MLP GFP+ MAC1+ %	others
COc1ccc(C(CNC(=O)COc2ccccc2)N2CCOCC2)cc1 (stereo unspecified)	1.5%	i	0.7
O=C1N[C@@H](c2ccccc2)COC(=O)[C@H](Cc2ccc(F)cc2)CC/C=C/C[C@@H]1CC(=O)N(CCO)Cc1ccccc1	-3.9%	i	1.1
Nc1ccn([C@@H]2O[C@H](CNCc3cnc(N4CCOCC4)nc3)[C@@H](O)[C@H]2O)c(=O)n1	-2.8%	i	0.9
CC(=O)c1ccc(OC(C)C(=O)Nc2cccc(S(=O)(=O)NCc3ccco3)c2)cc1 (stereo unspecified)	0.4%	i	1.6
Nc1ccn(CC(=O)NCCCc2ccccc2)c(=O)n1	0.0%	i	0.8
CN(C(=O)c1ccc(NC(=O)Cc2cccc(NC(=O)C3CCCN(C(=O)C4CCCC4)C3)c2)cc1)C1CC1 (stereo unspecified)	-1.3%	i	0.5	Dengue-2 NS5 capping pilot replicate=2.7
Cc1cc(OCC(=O)Nc2c(C(C)C)cccc2C(C)C)no1	-5.7%	i	2.1
COc1ccc(NC(=O)C(C)(C)Oc2ccc(Cl)cc2)cn1	2.9%	i	0.4
CN(C)C(=O)CCc1ccc2c3c([nH]c2c1)[C@]1(CCC2CCCC2)[C@@H](C(=O)N2CCOCC2)C[C@H](CC(=O)NCCC2=CCCCC2)C(=O)N1CC3	-0.3%	i	0.3	Dengue-2 NS5 capping pilot replicate=-3.0
CSc1ncnc2c1ncn2CCCN1CCN(Cc2c(C)cc(C)cc2C)CC1	1.6%	i	1.3
Cc1ccccc1NS(=O)(=O)c1ccc(C(=O)NCC(c2ccco2)N2CCCCC2)cc1 (stereo unspecified)	0.0%	i	0.9
CCCCn1c(N)c(N(CC(C)C)C(=O)CC(NC(=O)c2ccccc2Cl)c2ccccc2)c(=O)[nH]c1=O (stereo unspecified)	-4.4%	i	2.0
CC(C)(C)NC(=O)c1sccc1C(=O)O	-0.8%	i	8.4
COc1cc(C2CC(=O)Oc3cc4c(cc32)OCO4)cc(OC)c1OC (stereo unspecified)	2.3%	i	3.3	Dengue-2 NS5 capping pilot replicate=0.9
Cc1ccc(NC(=S)/C(C#N)=C2/Nc3ccccc3S2)cc1	3.9%	i	2.9
CCN(C(=O)c1ccc(S(=O)(=O)N2CCOCC2)cc1)C1CCS(=O)(=O)C1 (stereo unspecified)	-5.1%	i	0.7
CCN(CC)C(=O)C1=C(C)N(Cc2ccc(F)cc2)C(=O)C(CC(=O)NCCCCc2ccccc2)C1 (stereo unspecified)	4.0%	i	1.8

Compound activity from PubChem.
